Screens as filed in PubChem BioAssay.
Pol kappa inh = DNA polymerase kappa (human) inhibition; purified Pol kappa, fluorescent DNA synthesis assay, 10 min; Potency, µM (titrated, usually from 107 µM), inactives show at the top dose activity, negative = inhibition, actives largely listed as inhibitors; AID 588579; 0.53% of 400,000 active; further: potency means the concentration at half of the fitted maximal effect; on the % scale 0 is the no-effect control and ±100 the full control effect
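Inhibition of 10 nM Pol kappa is measured by a fluorescent read-out at 0 and 10 min following addition of 50 nM substrate (final), with a 15-min room-temperature compound preincubation.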
APE1 inh = APE1 (human) endonuclease inhibition; P27695; recombinant APE1, TAMRA/BHQ-2 abasic DNA cleavage fluorescence; Potency, µM (doses to about 65.8 µM), for the others: at the top dose activity change, negative = inhibition, hits mostly inhibitors; 0.35% of 350,000 active;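 further: potency means the concentration at half of the fitted maximal effect; plate controls were vehicle for no effect and reference inhibitor for full effect; nearly all actives have a fitted effect of over 55% in size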
Target sequence (P27695 whole entry, looked up): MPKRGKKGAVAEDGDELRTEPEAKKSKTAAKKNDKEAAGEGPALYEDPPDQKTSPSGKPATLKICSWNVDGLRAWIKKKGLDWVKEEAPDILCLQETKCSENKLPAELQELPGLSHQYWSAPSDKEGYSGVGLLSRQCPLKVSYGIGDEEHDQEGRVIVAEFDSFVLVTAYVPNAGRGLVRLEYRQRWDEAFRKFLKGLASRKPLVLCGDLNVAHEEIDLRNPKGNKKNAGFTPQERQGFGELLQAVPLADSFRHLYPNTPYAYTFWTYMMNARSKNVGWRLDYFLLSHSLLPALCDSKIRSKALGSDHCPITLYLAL
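0.75 nM APE1 + cpd, 15 min RT; start w/ 50 nM TAMRA/BHQ-2 THF-abasic dsDNA; kinetic fluor 525/598 nm ×3 reads @60 s; Δ(read3−read1); normalized to DMSO and NSC13755 control wells.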
Pol beta inh = inhibitors of human DNA polymerase beta | P06746 | Pol beta primer extension/strand displacement, fluorescence kinetic | Potency, µM (series often up to 114 µM), inactives show at the top dose activity change, negative = inhibition, most hits filed as inhibitors | 1.3% of 340,000 active | AID 485314; further: potency means the concentration at half of the fitted maximal effect; on the % scale 0 is the no-effect control and ±100 the full control effect
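Homogeneous kinetic assay of primer extension and strand displacement by 10 nM Pol beta, preincubated 15 min at room temperature with compound before 50 nM substrate (final) was added. Read at 0 and 10 min; four-parameter Hill fit.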
BLM inh = blocks DNA unwinding by human BLM helicase. P54132. Potency, µM (highest dose often 56.1 µM), without a hit: at the highest dose activity change, negative = inhibition, most hits filed as inhibitors. 0.2% of 350,000 active. AID 2528. recombinant BLM DNA unwinding, fluorescence dequenching;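 further: potency means the concentration at half of the fitted maximal effect; plate controls were vehicle for no effect and no enzyme for full effect; nearly all actives have a fitted effect of over 35% in size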
PGK inhibitor = inhibitors of T. brucei phosphoglycerate kinase; Potency, µM (series often up to 57.5 µM), inactives show at the top dose activity change, negative = inhibition, actives largely listed as inhibitors; 0.043% of 380,000 active; PGK/GAPDH coupled, Kinase-Glo luminescence, 60 min; P07378; further: potency means the concentration at half of the fitted maximal effect; on the % scale 0 is the no-effect control and ±100 the full control effect; nearly all actives have a fitted effect of over 60% in size
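Recombinant glycosomal PGK reaction used 1,3-bisphosphoglycerate generated in-well by GAPDH (100nM final) in 100mM TEA pH 7.6, 5mM MgCl2, 0.01% Tween-20. After 60 minutes at room temperature, ATP was read by Kinase-Glo Plus luminescence end-point.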
POLH inh = inhibitors of human DNA polymerase eta. Q9Y253. recombinant Pol eta, fluorescent DNA replication assay. Potency, µM (highest dose often 114 µM), for the others: top-dose activity change, negative = inhibition, actives largely listed as inhibitors. 1.2% of 390,000 active. AID 588591; further: potency means the concentration at half of the fitted maximal effect; on the % scale 0 is the no-effect control and ±100 the full control effect
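Fluorescent replication assay: 50 nM final substrate added after a 15 min room-temperature compound preincubation with 10 nM enzyme. Signal taken at 0 min and again at 10 min.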
RXFP1 antag = blocks the human relaxin receptor RXFP1; Q9HBX9; HEK293-RXFP1, relaxin-stimulated cAMP HTRF, 30 min; stronger effect = lower value; activity change, negative = inhibition, % at 57.5 µM; 0.59% of 350,000 active; AID 1259400;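 active means activity change of -60% or lower, but not beyond a set lower limit; inconclusive means change between -60% and -40%, or beyond the set limit; inactive means change above -40%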; further: on the % scale 0 is the no-effect control and ±100 the full control effect
Target sequence (Q9HBX9 whole entry, looked up): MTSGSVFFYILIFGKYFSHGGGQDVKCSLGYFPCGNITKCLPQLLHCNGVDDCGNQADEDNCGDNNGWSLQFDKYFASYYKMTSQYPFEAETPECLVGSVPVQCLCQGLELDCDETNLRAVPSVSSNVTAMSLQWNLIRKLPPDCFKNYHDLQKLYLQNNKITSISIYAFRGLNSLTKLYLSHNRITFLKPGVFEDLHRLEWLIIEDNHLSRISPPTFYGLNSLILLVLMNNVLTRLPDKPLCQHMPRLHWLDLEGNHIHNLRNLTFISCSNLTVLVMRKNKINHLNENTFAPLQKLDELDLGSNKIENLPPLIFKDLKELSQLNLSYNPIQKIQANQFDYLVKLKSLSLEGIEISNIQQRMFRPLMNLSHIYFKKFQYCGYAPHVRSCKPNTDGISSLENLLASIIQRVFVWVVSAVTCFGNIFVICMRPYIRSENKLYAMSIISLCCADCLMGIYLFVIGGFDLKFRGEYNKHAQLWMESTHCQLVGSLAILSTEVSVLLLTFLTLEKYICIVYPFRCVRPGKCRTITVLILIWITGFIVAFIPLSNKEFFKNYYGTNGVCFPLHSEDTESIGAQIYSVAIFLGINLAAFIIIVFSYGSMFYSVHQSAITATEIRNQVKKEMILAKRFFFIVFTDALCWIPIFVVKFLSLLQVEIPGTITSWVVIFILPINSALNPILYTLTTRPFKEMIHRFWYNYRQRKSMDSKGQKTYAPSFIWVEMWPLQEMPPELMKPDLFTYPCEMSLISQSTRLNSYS
Pol iota inh = blocks human DNA polymerase iota activity | Pol iota fluorescent replication assay, 10 min | Potency, µM (titrated, usually from 115 µM), without a hit: at the highest dose activity, negative = inhibition, actives largely listed as inhibitors | 1% of 390,000 active; further: potency means the concentration at half of the fitted maximal effect
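Pol iota at 10 nM preincubated 15 min with compounds at room temperature; reaction started with fluorescent substrate, 50 nM final. Fluorescence read kinetically at 0 and 10 min; buffer-only wells as negative control.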
Apoferritin bind = candidate novel general anesthetic via apoferritin binding; AID 485281; Potency, µM (doses to about 77.5 µM), without a hit: at the highest dose activity change, negative = displacement, most hits filed as inhibitors; P02791; apoferritin/1-aminoanthracene competitive binding, fluorescence; 0.074% of 350,000 active; further: potency means the concentration at half of the fitted maximal effect; on the % scale 0 is the no-effect control and ±100 the full control effect; nearly all actives have a fitted effect of over 20% in size
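Horse-spleen apoferritin (10 uM) in 50% saturated 1-aminoanthracene in PBS was incubated 10 min at room temperature with compound. Fluorescence (ex 380, em 535 nm) was normalized to free and bound 1-AMA, with concentration-response fitted by a four-parameter Hill equation.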
Starred values were filed as active, the others as inactive; i = inactive; ? = inconclusive; / = not tested or not shown; & = joins results of further samples; [ ] = dose if it differs, or a comment. Unless noted, the call rests on the fitted dose curve; in most records, active means well fitted curve in the direction sought with a large enough effect; inconclusive means small, poorly fitted or top-dose-only effect, or another doubt; inactive means no such curve, though single readings can be large; an effect the other way counts as inactive or inconclusive. Not all compounds are listed (hit frequency here may not be typical).

SMILES	Pol kappa inh	APE1 inh	Pol beta inh	BLM inh	PGK inhibitor	POLH inh	RXFP1 antag	Pol iota inh	Apoferritin bind
O=C(c1ccc(F)c(S(=O)(=O)N2CCOCC2)c1)N1CCN(c2ncccn2)CC1	-0.9%	17.6%	/	/	-1.1%	-7.9%	1.4	11.4%	/
C=CCN(c1ccccc1)S(=O)(=O)c1cccc(C(=O)NCC2CCCO2)c1 (stereo not given)	-10.1%	11.0%	61.8%	1.0%	6.2%	-14.0%	-1.0	17.8%	-1.4%
Cc1cccc(NC(=O)COC(=O)C(NC(=O)c2cccc(S(=O)(=O)N3CCOCC3)c2)C(C)C)c1 (stereo not given)	-7.3%	/	/	/	-0.5%	?	-1.4	11.4%	/
CC(=O)c1cccc(NC(=O)c2ccccc2N(C)S(=O)(=O)c2ccc(C)cc2)c1	-2.6%	21.1%	0.3%	-0.6%	-0.3%	-19.6%	3.9	159.7%[activator]	-21.4%
O=C(c1cc(S(=O)(=O)N2CCOCC2)ccc1F)N(CCc1ccccc1)Cc1ccccc1	-0.8%	-14.1%	/	/	-2.2%	-8.1%	21.4	?	/
Cc1ccccc1CC(=O)Nc1cccnc1	-8.0%	16.6%	24.3%	-1.3%	-0.3%	2.1%	4.8	61.3%[activator]	-1.8%
CC(NC(=O)CCNC(=O)c1ccco1)c1ccccc1 (stereo not given)	8.8%	9.3%	/	/	i	-7.4%	14.4	9.5%	/
CCOC(=O)C1CCN(c2c(NCc3ccc(C(=O)N(C)Cc4ccccc4)cc3)c(=O)c2=O)CC1	2.5%	?	27.0%	-7.3%	-0.2%	-9.9%	-6.3	-7.5%	-7.0%
O=Cc1ccc(OC(=O)c2cc(Cl)nc3ccccc23)cc1	-1.0%	-1.2%	6.9%	-4.9%	-1.7%	-3.9%	2.8	39.1%[activator]	-1.8%
Cn1c(C(=O)N2CCCc3ccccc32)cc2sccc21	-1.9%	-0.4%	2.6%	6.0%	i	-3.1%	-22.6	-9.2%	12.6µM*
CC(=O)NC(C)C(=O)OCC(=O)c1ccc(Cl)s1 (stereo not given)	0.2%	0.8%	-0.3%	-2.1%	-3.6%	-5.7%	-10.0	5.4%	?
CCCCn1c(N)c(N(CC(C)C)C(=O)C2CC(=O)N(Cc3ccccc3)C2)c(=O)[nH]c1=O (stereo not given)	-1.8%	-18.6%	/	/	0.8%	-16.8%	-4.1	59.1%[activator]	/
COc1cc(OC)cc(C(=O)Nc2ccc3nc4n(c(=O)c3c2)CCCCC4)c1	7.3%&5.6%	40.4%	-0.9%&19.5%	0.8%&-8.2%	-2.5%	7.7%&-8.9%	3.7&-7.1	30.0%&27.8%[activator]	-19.0%&-12.7%
COc1ccccc1N1CCN(c2cnccn2)CC1	1.8%	13.7%	20.0%	-6.8%	1.4%	-4.3%	3.4	-7.4%	-3.8%
Cc1ccc(NC(=S)N(CCN(C)C)C(C)c2ccco2)cc1Cl (stereo not given)	2.5%	-3.7%	3.3%	-9.3%	i	-15.2%	-8.8	18.6%	-4.9%
CCOC(=O)C1CCN(C(=O)CSc2nc(N)cc(=O)[nH]2)CC1	-9.7%	2.3%	9.7%	-8.1%	-4.4%	-5.7%	1.4	-5.0%	-8.0%
O=C(O)CCC(=O)N1CCN(c2nc(-c3ccccc3)c3cc(Br)ccc3n2)CC1	2.1%	1.5%	4.0%	-2.3%	-6.7%	-18.3%	0.6	2.8%	-16.2%
CN(c1ccc2nc3ccccc3c(=O)n2n1)C1CCCCC1	-4.5%	-2.5%	-1.0%	-3.1%	8.5%	-1.0%	-16.7	24.9%	-12.6%
COC(=O)c1ccc(CSc2nnc(-c3ccccc3)n2C)o1	-4.6%	-3.3%	0.1%	-1.2%	5.4%	-13.3%	8.9	-0.8%	1.0%
C=CCc1ccc(OCCOCCOc2ccccc2[N+](=O)[O-])c(OC)c1	-3.7%	13.5%	-9.1%	-16.6%	-9.0%	-14.6%	1.6	9.5%	?
CCOC(=O)N1CCC(NS(=O)(=O)c2ccc3c(c2)CCN3C(C)=O)CC1	-2.6%	-3.8%	28.7%	-2.4%	-5.5%	6.4%	-3.0	17.9%	-1.9%
CCN(C(=O)C1CCCCC1)c1nnc(-c2cccnc2)s1	-16.9%	7.1%	14.8%	-1.0%	-4.9%	2.9%	-7.4	-1.8%	-19.2%
CCC(CO)NCC#Cc1ccccc1 (stereo not given)	-9.9%	1.2%	-9.7%	2.0%	i	-11.8%	-7.9	24.1%	-3.8%
COc1cccc(-c2nc(CS(=O)(=O)CC(=O)N3CCCCC3)c(C)o2)c1	21.2%	63.3%[activator]	17.0%	1.2%	-7.0%	-8.9%	-1.1	21.3%	-4.3%
CCOC(=O)c1sc2cc([N+](=O)[O-])cc(SCC(C)C)c2c1N	2.3%	-3.6%	5.2%	-1.7%	1.1%	-15.5%	-3.2	13.2%	-10.9%
COc1c(S(=O)(=O)NCCN2CCOCC2)ccc(Cl)c1Cl	-9.9%	3.0%	19.7%	1.2%	/	-7.2%	31.1	3.5%	-10.9%
CC1(C)CC(NCc2ccccc2)CCO1 (stereo not given)	-12.0%	?	-0.9%	-2.0%	-6.9%	-0.8%	15.7	40.0%[activator]	2.7%
O=C(c1nc2ccccn2c1CN1CCCC(O)C1)N1CCN(C2CCCCC2)CC1 (stereo not given)	2.9%	9.7%	1.2%	-0.1%	2.2%	5.5%	4.4	22.6%	-0.4%
CN(C)CCCN(C(=O)c1ccc(S(=O)(=O)N(C)C)cc1)c1nc2ccc(F)cc2s1	0.0%	-0.5%	-1.1%	6.7%	/	-23.1%	-3.0	2.8%	-12.0%
OCC1(O)OC[C@@H](O)[C@H]1O (stereo not given in full)	-9.3%	?	-0.9%	-1.0%	7.7%	-3.7%	4.7	8.9%	-2.4%
Cn1c(=O)n(C)c2cc(C(=O)Nc3ccc(Br)cc3)ccc21	-7.4%	38.2%	35.6%	-0.4%	-9.2%	-7.6%	1.1	24.2%	-8.6%
CCn1c(SCC(=O)Nc2nnc(C)s2)nnc1-c1ccco1	3.1%	9.8%	28.2%	-1.8%	i	-7.0%	-8.0	4.4%	-15.3%
Cc1cc2n(n1)CCCN2C(=O)Nc1ccc(F)c(Cl)c1	-1.3%	/	23.1%	-8.6%	-5.7%	-11.0%	-7.6	63.3%[activator]	3.4%
CC(C)c1ccc(CN(C)C(=O)c2ccc(S(=O)(=O)NCc3ccco3)cc2)cc1	4.1%	0.0%	/	/	i	-7.1%	0.9	18.7%	/
Nc1nc2ccc(Oc3ccccc3)cc2s1	-12.5%	11.9%	9.6%	-5.8%	i	-11.3%	/	8.0%	?
Cc1cc(C(=O)CSc2nc(N)cc(=O)[nH]2)ccc1F	-9.7%	43.6%	19.1%	-3.6%	-0.8%	6.0%	3.3	-10.7%	3.4%
CCCCc1ccc(NC(=S)NCCc2ccc(F)cc2)cc1	-14.1%	18.7%	4.0%	-11.3%	-3.9%	-16.8%	-16.0	1.3%	-1.6%
COc1ccc(NC(=O)COC(=O)C2CC2)cc1S(=O)(=O)N1CCCCC1	-15.5%	10.8%	/	/	6.4%	-6.2%	5.8	-5.2%	/
O=C(Nc1ccc(Br)cc1Cl)c1ccc(OCC2CCCO2)cc1 (stereo not given)	-17.5%	3.6%	/	/	-0.7%	-6.2%	-22.8	62.2%[activator]	/
Cc1cc(C)n(CCc2nc(-c3ccc(C(C)(C)C)cc3)cs2)n1	-5.8%	1.8%	-1.0%[57.1 µM]	-7.5%	4.1%	-18.6%	/	-4.1%	-22.7%
Cc1oc2c(c1C(=O)NCc1cc(C(=O)O)co1)CCCC2	-26.3%	-2.0%	28.2%	-3.6%	-1.5%	?	-2.2	-11.7%	-5.2%
CC[N+](CC)(CCNC(=O)C(=O)NCC[N+](CC)(CC)Cc1ccccc1Cl)Cc1ccccc1Cl	-6.1%[60.1 µM]	2.1%&-8.6%	/	42.0%&6.0%[activator]	/	/	-15.3	/	2.0%
Cc1cccc(OC(=O)CCN2C(=O)C3C4C=CC(C5CC45)C3C2=O)c1C (stereo not given)	-8.6%	-7.4%	1.5%	1.4%	/	-24.9%	-8.2	-15.5%	?
NNC(=O)c1ccc(COc2ccccc2)cc1	-0.2%	1.3%	21.9%	3.5%	-7.5%	-16.8%	3.6	5.8%	-13.8%
c1ccc(-c2nc(C3CCCCC3)no2)cc1	-9.9%	-1.2%	?	-3.1%	1.7%	-5.9%	-5.7	6.3%	-1.2%
Cc1ccc(NC(=O)c2ccc3nc(Cc4ccccc4)oc3c2)cc1F	-4.6%[60.1 µM]	/	-12.7%	1.1%	4.7%	-1.4%	?	1.9%	-0.9%
CCCCN(CCCC)CC(O)COc1ccc(Br)cc1 (stereo not given)	10.8%	5.6%	-10.9%	-1.7%	-7.8%	-9.2%	-21.2	5.7%	-9.3%
CCCCCC(=O)Nc1cc2[nH]c(=O)cc(COC)c2cc1C	-8.2%	0.0%	?	-4.0%	1.6%	6.3%	2.2	18.6%	-6.1%
CC(C)[C@H](NC(=O)c1ccc([N+](=O)[O-])cc1Cl)C(=O)N1CCN(C/C=C/c2ccccc2)CC1	-22.3%	8.1%	/	/	-8.9%	-17.6%	-26.0	9.4%	/

A different layout for 3 compounds above.
Each structure is followed by: Pol kappa inh, APE1 inh, Pol beta inh, BLM inh, PGK inhibitor, POLH inh, RXFP1 antag, Pol iota inh, Apoferritin bind
> Cc1cccc(OC(=O)CCN2C(=O)C3C4C=CC(C5CC45)C3C2=O)c1C (stereo not given)
    -8.6%, -7.4%, 1.5%, 1.4%, /, -24.9%, -8.2, -15.5%, ?
> NNC(=O)c1ccc(COc2ccccc2)cc1
    -0.2%, 1.3%, 21.9%, 3.5%, -7.5%, -16.8%, 3.6, 5.8%, -13.8%
> c1ccc(-c2nc(C3CCCCC3)no2)cc1
    -9.9%, -1.2%, ?, -3.1%, 1.7%, -5.9%, -5.7, 6.3%, -1.2%
